Screens as filed in PubChem.
TTR transcr act – increases transthyretin transcription | SH-SY5Y TTR promoter Gaussia luciferase, luminescence; 100% = recombinant luciferase protein wells | activation, % at 16.7 µM | 1.3% of 92,000 active;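 active = activation above the mean of all tested compounds plus 3 SD, cut at about 9.5% in these data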;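 also: cells exposed to compounds for one day before reading; 0% = median of all test compound wells on the plate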
The depositor's hits bear a star. These rows are one share of the data; rates above refer to the full screens.

`Cc1ccc(C)c(S(=O)(=O)N2CCN(C(=O)CCc3c[nH]c4ccccc34)CC2)c1` gave TTR transcr act 2.3.
For CCOC(=O)c1cc(C(=O)Nc2ccc(S(=O)(=O)Nc3ccc(OC)cc3)cc2)nn1C the results were TTR transcr act -1.2.
CC(C)C(=O)NNC(=O)c1csc(CS(=O)(=O)c2ccc(Cl)cc2)n1 was read as TTR transcr act 4.8.
CCOC(=O)c1cnc2c(N=Nc3cccc(Cl)c3)c(N)nn2c1N was read as TTR transcr act 3.1.
For Cc1ccccc1C(=O)Nc1ccc2c(c1)C(=O)NC2=O the results were TTR transcr act -0.3.
O=C(NCc1ccc(F)cc1)c1cc2sccc2n1Cc1ccc(F)cc1 was read as TTR transcr act -0.5.
Screening CCNc1nc(C(=O)O)nc(N2CCOCC2)n1 returned TTR transcr act -0.2.
Cc1ccc2cc(NC(=O)CC(CC(=O)O)c3ccccc3)ccc2n1 (stereo not drawn) was read as TTR transcr act -1.7.
For Cc1ccc(-c2c[n+](CC(=O)OCc3ccccc3)c3n2CCC3)cc1 the results were TTR transcr act -2.3.
For O=C(c1cc2ccccc2o1)N1CCN(S(=O)(=O)c2cccs2)CC1 the results were TTR transcr act 5.0.
CCOc1cc(N2CCOCC2)c(OCC)cc1NC(=O)CN1C(=O)NC(CC(C)C)C1=O (stereo not drawn) was read as TTR transcr act 0.1.
c1ccc(Cn2c(NCc3ccco3)nc3ccccc32)cc1 was read as TTR transcr act -0.2.
For CN(C)CCNC(=O)CN1C(=O)CSc2ccc(S(=O)(=O)N3CCCCC3)cc21 the results were TTR transcr act 0.0.
Screening O=C(O)/C=C/C(=O)Nc1ccc(C2(c3ccc(NC(=O)/C=C/C(=O)O)cc3)c3ccccc3-c3ccccc32)cc1 returned TTR transcr act 1.2.
`Cc1ccc(SC(=O)c2c([N+](=O)[O-])c(C)nn2C)cc1` gave TTR transcr act -0.8.

The final 3 records of the section above open the next one.
For CN(C)CCNC(=O)CN1C(=O)CSc2ccc(S(=O)(=O)N3CCCCC3)cc21 the results were TTR transcr act 0.0.
Screening O=C(O)/C=C/C(=O)Nc1ccc(C2(c3ccc(NC(=O)/C=C/C(=O)O)cc3)c3ccccc3-c3ccccc32)cc1 returned TTR transcr act 1.2.
`Cc1ccc(SC(=O)c2c([N+](=O)[O-])c(C)nn2C)cc1` gave TTR transcr act -0.8.
CN(C)CCCNC(=O)/C(=C\C=C\c1ccccc1)NC(=O)c1ccc([N+](=O)[O-])cc1 was read as TTR transcr act 0.3.
For O=C(c1ccc(Cn2cnnn2)cc1)N1CCCC(Nc2ccc(F)c(F)c2)C1 (stereo not drawn) the results were TTR transcr act 4.2.
For CCOC(=O)C1CN(S(=O)(=O)c2ccc(OC)cc2)c2cc(CC(=O)OC)ccc2O1 (stereo not drawn) the results were TTR transcr act 0.7.
For Cc1[nH]c(C)c(S(=O)(=O)N2CCc3ccccc32)c1C(=O)N1CCCCC1 the results were TTR transcr act 5.9.
`O=C(NCc1ccccc1)/C(=C/c1ccco1)NC(=O)c1ccco1` gave TTR transcr act -1.1.
`CCOCCCN(C)C1CCN(C(=O)c2oc3ccccc3c2NC(=O)COc2cccc(C)c2)CC1` gave TTR transcr act 1.1.
Cc1c(C(=O)N2CCc3ccccc3C2)oc2ccc(S(=O)(=O)N3CC(C)CC(C)C3)cc12 (stereo not drawn) was read as TTR transcr act 1.5.
`CCS(=O)(=O)c1ccc2c(c1)N(S(=O)(=O)c1ccc(C)cc1)CC(C(=O)O)O2` (stereo not drawn) gave TTR transcr act 0.7.
`COc1cccc(C(c2sc3nc(C)nn3c2O)N2CCC3(CC2)OCCO3)c1` (stereo not drawn) gave TTR transcr act -0.8.
COc1cccc(N2C(=O)C3CC=C(Cl)CC3C2=O)c1 (stereo not drawn) was read as TTR transcr act 0.4.
`CC(=O)C1=CN(Cc2ccccc2)CCC1=O` gave TTR transcr act -0.6.
For O=C(Cc1c(O)c2ccccc2[nH]c1=O)NCc1ccc(F)cc1 the results were TTR transcr act 3.1.
For Cc1ccccc1-c1cc(-c2ccccc2O)n[nH]1 the results were TTR transcr act -1.4.
O=C(NC12CC3CC(CC(C3)C1)C2)c1ccco1 was read as TTR transcr act -0.9.
`CCc1cc(C(=O)c2ccc(OC)cc2)c(NC(=O)CCC(=O)O)s1` gave TTR transcr act -0.9.
Screening CCCCC[C@@H]1C=C(C(=O)O)[C@H](c2ccc(Br)cc2)N1S(=O)(=O)c1ccc(C)cc1 returned TTR transcr act -1.1.
Screening COC(=O)c1cc(C(=O)OC)n(Cc2ccc(Cl)cc2Cl)n1 returned TTR transcr act -0.7.
For CN(C)c1cc[n+](CC[n+]2ccc(N(C)C)cc2)cc1 the results were TTR transcr act -1.3.
For O=C(CC[C@H]1O[C@@H](n2cnc3c(NC(=O)c4ccccc4)ncnc32)[C@H](O)[C@@H]1O)N[C@@H](CO)c1ccccc1 the results were TTR transcr act -0.1.
For O=C(N[C@H](Cc1cc(=O)[nH]c2ccccc12)C(=O)O)c1ccc(Cl)cc1 the results were TTR transcr act 1.6.
Screening COc1ccc(C(=O)N2CCN(CCNC(=O)C(=O)Nc3ccc(F)cc3)CC2)cc1OC returned TTR transcr act -0.1.
`N=c1c(C(=O)NCC2CCCO2)cc2c(=O)n3ccccc3nc2n1Cc1ccc(F)cc1` (stereo not drawn) gave TTR transcr act 1.8.
C[C@H]1CN([C@@H](C)CO)C(=O)CCCn2cc(nn2)CO[C@@H]1CN(C)C(=O)OCc1ccccc1 was read as TTR transcr act 0.7.
Screening CCCc1cc(=O)[nH]c(SCC(=O)N(C)CC(=O)Nc2ccccc2CC)n1 returned TTR transcr act -0.2.
Screening Nc1ccc(-n2nc(C(F)(F)F)cc2C(F)(F)F)cc1 returned TTR transcr act -1.8.
`O=C(NC1CCCCC1)c1cccc2c1C(=O)c1ccc(N3CCCC3)cc1S2(=O)=O` gave TTR transcr act -1.3.
`O=C(NN=Cc1ccccc1Cl)c1cccc2ccccc12` gave TTR transcr act 1.9.
Screening Cc1cc(C)n2nc(N)nc2n1 returned TTR transcr act 1.1.
Screening Cc1nc(NC(=O)CSc2nncs2)c(Cl)cc1Cl returned TTR transcr act 0.4.
Screening CCC(C)[C@H](NC(=O)NCc1ccc(S(N)(=O)=O)cc1)C(=O)OC (stereo partly drawn) returned TTR transcr act 1.3.

Overlap with the part before: 2 compounds; new compounds follow.
Screening Cc1nc(NC(=O)CSc2nncs2)c(Cl)cc1Cl returned TTR transcr act 0.4.
Screening CCC(C)[C@H](NC(=O)NCc1ccc(S(N)(=O)=O)cc1)C(=O)OC (stereo partly drawn) returned TTR transcr act 1.3.
O=C(NCc1ccncc1)/C(=C/c1cccc([N+](=O)[O-])c1)NC(=O)c1ccccc1 was read as TTR transcr act -0.1.
CC1CN(C(=O)CCc2ccccc2)C(C)CN1C(=O)CCc1ccccc1 (stereo not drawn) was read as TTR transcr act 5.2.
CCCN(CCC)CCCNC(=O)c1nn(-c2cccc(OC)c2)c(=O)c2ccccc12 was read as TTR transcr act 3.3.
For N#Cc1cccc(CN2CCC(=O)N(CCO)CC2)c1 the results were TTR transcr act 15*.
For CN(CC1CCN(CCc2cccc(C(F)(F)F)c2)CC1)C(=O)c1ccc(F)cc1 the results were TTR transcr act -0.6.
Cc1cc(C)n(-c2ccc(C(=O)OCC(=O)Nc3ccc(Cl)cc3[N+](=O)[O-])cc2)n1 was read as TTR transcr act 0.2.
For COc1ccc(C(C(=O)NC(C)(C)C)N(Cc2ccccc2)C(=O)CCC(=O)Nc2cc(C)on2)cc1 (stereo not drawn) the results were TTR transcr act 0.8.
CSc1ccccc1OCc1cc(C(=O)NC(C)CCn2cccn2)no1 (stereo not drawn) was read as TTR transcr act -0.3.
Screening OCC[C@H]1C[C@H](O)[C@@H](O)[C@]2(CCc3ccccc3CO2)O1 returned TTR transcr act -2.3.
`Oc1ccc(/C=N/Nc2nn3cnnc3c3ccccc23)cc1` gave TTR transcr act 2.3.
CCOc1cc(C2NN=C(c3ccccc3)S2)ccc1OCc1ccccc1Cl (stereo not drawn) was read as TTR transcr act -1.3.
CCOC(=O)C(=Cc1c[nH]c2ccc(S(=O)(=O)N(C)C)cc12)C(=O)OCC was read as TTR transcr act -2.9.
For CCCOc1cc(C)c(S(=O)(=O)N2CCN(C)CC2)cc1C the results were TTR transcr act 3.0.
Screening Cc1cccc(NC(=O)c2nc[nH]c2C(=O)Nc2cc(Br)ccc2F)c1 returned TTR transcr act 2.9.
Screening Cc1c(Br)c([N+](=O)[O-])nn1CC(=O)Nc1ccc2nc3n(c(=O)c2c1)CCCC3 returned TTR transcr act -0.7.
CC(O)CCC(=O)NCCNC(=O)CCC(C)O (stereo not drawn) was read as TTR transcr act -1.7.
Screening c1ccc2sc(N3CCOCC3)nc2c1 returned TTR transcr act -1.6.
Screening COc1ccccc1-c1cc(C(=O)Nc2sc3c(c2C#N)CCC(C)C3)c2ccccc2n1 (stereo not drawn) returned TTR transcr act 2.2.
CCOC(=O)c1c(C)[nH]c(=S)c(C#N)c1-c1ccc(OC)cc1 was read as TTR transcr act 0.7.
`CCN1CCN(CCCNC(=O)c2cc3sccc3n2CC)CC1` gave TTR transcr act -1.7.
Screening c1ccc2c3c(c(CN4CCCCC4)cc2c1)COC3 returned TTR transcr act -1.2.
Cc1ccc(C2=NN=C(NC(=O)CSc3nc(C)cc(C)n3)SC2)cc1 was read as TTR transcr act -2.2.
For CC(C)C[C@H](NC(=O)c1nc[nH]c1C(=O)NCc1ccc(CNC(=O)OC(C)(C)C)cc1)C(=O)OCc1ccccc1 the results were TTR transcr act -1.6.
For FC(F)(F)c1cc(-c2ccco2)nc(N2CCOCC2)n1 the results were TTR transcr act 2.6.
Screening CCc1cccc(CC)c1N(COC)C(=O)Cn1c(CO)nc2ccccc21 returned TTR transcr act 0.6.
`Cc1oc(C(=O)O)cc1COc1ccc2c3c(c(=O)oc2c1)CCC3` gave TTR transcr act 1.6.
For CCOc1ccc(Br)cc1S(=O)(=O)Nc1nc(CN2CCOCC2)nc2sc(C)c(C)c12 the results were TTR transcr act -6.7.
Screening O=S(=O)(Nc1ccc2c(c1)OCCO2)c1ccc(F)cc1 returned TTR transcr act 1.1.
CCO[C@@H]1OC(C(=O)N2CCN(Cc3ccc4c(c3)OCO4)CC2)=C[C@H](C)[C@H]1CCCO was read as TTR transcr act 1.9.
For COCCNC(=O)C(c1ccco1)N(C(=O)Cn1nnc2ccccc21)c1cccc(C)c1C (stereo not drawn) the results were TTR transcr act 0.6.

A draw from above in order of number of heavy atoms, descending.
Cc1ccc(C2=NN=C(NC(=O)CSc3nc(C)cc(C)n3)SC2)cc1 was read as TTR transcr act -2.2.
`CCN1CCN(CCCNC(=O)c2cc3sccc3n2CC)CC1` gave TTR transcr act -1.7.
CC(O)CCC(=O)NCCNC(=O)CCC(C)O (stereo not drawn) was read as TTR transcr act -1.7.

Returning to the listing, starting 2 compounds before the break.
CCO[C@@H]1OC(C(=O)N2CCN(Cc3ccc4c(c3)OCO4)CC2)=C[C@H](C)[C@H]1CCCO was read as TTR transcr act 1.9.
For COCCNC(=O)C(c1ccco1)N(C(=O)Cn1nnc2ccccc21)c1cccc(C)c1C (stereo not drawn) the results were TTR transcr act 0.6.
For O=C(Cc1cccc(NC(=O)C2CCCN(C(=O)C3CCC3)C2)c1)Nc1ccc(C(=O)N2CCOCC2)cc1 (stereo not drawn) the results were TTR transcr act 0.6.
For O=C(C[n+]1ccc(C(=O)c2ccccc2)cc1)Nc1ccccc1OC(F)F the results were TTR transcr act -0.5.
Screening C[C@H](CO)N1C[C@H](C)[C@@H](CN(C)C(=O)Nc2ccc(C(F)(F)F)cc2)Oc2ccc(NC(=O)c3ccncc3)cc2C1=O returned TTR transcr act 1.8.
For COc1ccc(C2NCCc3sccc32)cc1 (stereo not drawn) the results were TTR transcr act -0.4.
CC(C)(C)c1ccc(C(=O)N2CCN(Cc3ccccc3)CC2)cc1 was read as TTR transcr act -1.3.
Cc1c(O)ccoc1=O was read as TTR transcr act 0.0.
`COc1ccccc1NOC(=O)CCOc1ccccc1` gave TTR transcr act 0.3.
`Cc1onc(-c2ccccc2Cl)c1C(=O)Nc1ncn[nH]1` gave TTR transcr act 0.9.
`O=C1NC(=S)S/C1=C\c1ccc(SCc2ccccc2)o1` gave TTR transcr act -0.8.
`O=C(c1cc(Cl)cc(Cl)c1)N1CCC(=O)N([C@H](COCc2ccccc2)Cc2ccccc2)CC1` gave TTR transcr act -0.2.
`C/C=C/C(=O)Nc1cccc(C(F)(F)F)c1` gave TTR transcr act 8.3.
For O=C(O)c1ccc(-c2cccc(Cl)c2)o1 the results were TTR transcr act 1.2.
For Cc1nc2sc(C(=O)c3ccccc3)c(N)c2c2c1CCCC2 the results were TTR transcr act -4.0.
`CCOc1ccccc1C(=O)NC1CCN(Cc2nnnn2C2CCCC2)CC1` gave TTR transcr act -0.4.
Screening NS(=O)(=O)c1ccc(NC(=S)Nc2cc(Cl)c(Cl)cc2Cl)cc1 returned TTR transcr act -0.8.
Screening CCOC(=O)[C@@]12CCC3=C1N(CCC3)C(=O)[C@H](CC(=O)NCc1ccc(OC)c(OC)c1)C2 returned TTR transcr act -0.7.
O=C(NCc1ccccn1)Nc1cccc(Cl)c1 was read as TTR transcr act -0.7.
For CN1CCC(N(C)C(=O)c2sc3cc(F)ccc3c2Cl)CC1 the results were TTR transcr act 1.6.
`O=C(NCc1ccccc1Cl)c1ccc2sc([C@H]3C[C@H](O)[C@@H](CO)O3)nc2c1` gave TTR transcr act 3.2.
COc1ccc(NC(=O)COc2coc(CN3CCc4ccccc4C3)cc2=O)cc1 was read as TTR transcr act 0.7.
CCC(C(=O)NCCc1ccccc1)c1ccccc1 (stereo not drawn) was read as TTR transcr act 0.0.
`COc1cc(OC)c2ccc(=O)oc2c1C(CCN1CCCC(C)C1)c1ccc(N(C)C)cc1` (stereo not drawn) gave TTR transcr act 1.4.
CCN1C(=O)[C@H]2[C@@H](c3ccc(C)cc3)N3C(=O)N(c4cccc(Br)c4)C(=O)[C@@]3(Cc3ccccc3)[C@H]2C1=O was read as TTR transcr act 3.0.
Screening CC1(CCC(=O)O)C(=O)CCC2C1CCC1(C)C2CCC1(C)O (stereo not drawn) returned TTR transcr act 2.4.
